TrxR1 substrate = rat thioredoxin reductase 1 substrate activity. O89049. purified TrxR1 substrate turnover, NADPH consumption readout. Potency, µM (titrated, usually from 114 µM), for the others: top-dose activity change, negative = substrate turnover. 390,000 compounds, 0.01% hits. AID 588456; further: potency means the concentration at half of the fitted maximal effect; on the % scale 0 is the no-effect control and ±100 the full control effect; nearly all actives have a fitted effect of over 50% in size
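Rat TrxR1, dispensed at 90 nM, was prereduced with 400 uM NADPH (final) for 5 min at ~22 deg C, then incubated with compound 15 min before 400 uM selenite. A first-read NADPH fluorescence drop versus no-compound background flagged substrates.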
D2 ag = activates the human D2 dopamine receptor | activation, % at 2 µM | 340,000 compounds, 0.53% hits | P14416 | HEK293 T-REx D2 cells, calcium flux agonist mode;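 active means activation over 3 SD above normal in the single-dose calcium agonist read, cut at about 30% in these data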; further: 0% is about no effect
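HEK293 Trex D2 cells, tetracycline-induced, o/n 30 C 5% CO2; no-wash Ca dye, RT 30–90 min; 10-cycle baseline, 23 nl cpd added, kinetic Ca read 180 s; agonist hits = positive Ca response.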
USP1-UAF1 inh = inhibitors of human USP1/UAF1 deubiquitinase; O94782; recombinant USP1/UAF1, Ub-Rhodamine cleavage fluorescence; Potency, µM (doses to about 57.1 µM), for the others: at the top dose activity change, negative = inhibition, usual class: inhibitors; 390,000 compounds, 0.23% hits; AID 743255; further: potency means the concentration at half of the fitted maximal effect; on the % scale 0 is the no-effect control and ±100 the full control effect; nearly all actives have a fitted effect of over 60% in size; inactives centre near -12
Target sequence (O94782 whole entry, looked up): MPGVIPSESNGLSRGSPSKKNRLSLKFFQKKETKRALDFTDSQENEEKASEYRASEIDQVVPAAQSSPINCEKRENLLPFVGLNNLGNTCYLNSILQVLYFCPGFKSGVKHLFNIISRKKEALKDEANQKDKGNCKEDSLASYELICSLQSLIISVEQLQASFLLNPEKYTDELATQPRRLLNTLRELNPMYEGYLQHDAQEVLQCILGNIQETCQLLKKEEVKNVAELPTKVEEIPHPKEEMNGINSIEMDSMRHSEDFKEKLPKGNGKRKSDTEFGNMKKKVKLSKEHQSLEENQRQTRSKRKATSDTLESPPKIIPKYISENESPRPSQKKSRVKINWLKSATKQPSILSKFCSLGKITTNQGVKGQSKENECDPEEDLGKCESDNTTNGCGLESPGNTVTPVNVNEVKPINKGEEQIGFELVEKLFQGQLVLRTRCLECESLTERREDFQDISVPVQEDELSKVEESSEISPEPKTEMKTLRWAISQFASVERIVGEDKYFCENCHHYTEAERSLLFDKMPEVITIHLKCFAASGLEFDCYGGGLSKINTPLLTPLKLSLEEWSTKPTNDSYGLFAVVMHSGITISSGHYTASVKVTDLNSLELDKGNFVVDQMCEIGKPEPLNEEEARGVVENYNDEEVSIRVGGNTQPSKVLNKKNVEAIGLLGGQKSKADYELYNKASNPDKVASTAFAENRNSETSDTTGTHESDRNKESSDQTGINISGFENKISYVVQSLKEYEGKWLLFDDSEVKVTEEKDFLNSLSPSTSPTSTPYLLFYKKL
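USP1/UAF1 complex (1 nM) preincubated 15 min at room temperature with compound, then Ub-Rho substrate (150 nM final) added. Kinetic fluorescence at 480/540 nm over 6 reads at 60 s intervals; 50 mM HEPES pH 7.8, 0.5 mM EDTA, 0.1 mg/ml BSA, 1 mM TCEP, 0.01% Tween-20.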
TRHR agonist = TRH receptor (human) agonism. 360,000 compounds, 0.18% hits. activation, % at 2 µM. P34981. TRHR cells, calcium flux fluo-8, FDSS agonist mode; in the data active means activation above about 30%; further: 0% is about no effect
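In this calcium-flux screen, cells bearing human TRHR are dye-loaded with fluo-8, baselined for 10 cycles, then exposed to library compounds; positive kinetic calcium responses during the agonist phase mark hits, with TRH as control.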
TRHR PAM = allosteric enhancers of human TRH receptor | 360,000 compounds, 0.66% hits | TRHR cells, fluo-8 calcium fluorescence, EC20 TRH enhancement | enhancement, % at 2 µM | AID 493056; in the data active means enhancement above about 30%; further: 0% is about no effect
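Enhancer read-out: after compound pinning and an initial kinetic agonist-mode read, an EC20 of TRH (10 nM final) was injected and fluo-8 calcium signal (Ex 480/Em 530) followed at 1 s/cycle for 100 cycles in TRHR-expressing cells.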
TrxR1 inh = blocks rat thioredoxin reductase 1 | O89049 | recombinant rTrxR1, NADPH fluorescence consumption, selenite substrate | Potency, µM (titrated, usually from 114 µM), without a hit: top-dose activity change, negative = inhibition, actives largely listed as inhibitors | 390,000 compounds, 1% hits; further: potency means the concentration at half of the fitted maximal effect; on the % scale 0 is the no-effect control and ±100 the full control effect; nearly all actives have a fitted effect of over 65% in size
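Rat TrxR1 (90 nM in the dispensed reagent) was pre-reduced with 400 uM NADPH for 5 min at room temperature, then incubated with compound for 15 min. After 400 uM selenite was added, NADPH fluorescence (Ex 340/Em 450 nm) was followed for 8 min.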
D2 antag = D2 dopamine receptor (human) antagonism; inhibition, % at 10 µM; P14416; HEK293 TREx D2 cells, calcium flux, dopamine EC80; 340,000 compounds, 2% hits; in the data active means inhibition above about 30%; further: 0% is about no effect
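HEK293 T-REx D2 cells, tet-induced, calcium dye no-wash. Cpd pintool add, 180 s kinetic, then EC80 DA, 180 s kinetic. Ca flux read.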
Pin1 inh = blocks the human prolyl isomerase Pin1. Q13526. Pin1 FP peptide displacement, HiFluor488, 10 min. Potency, µM (doses to about 115 µM), for the others: at the top dose activity, negative = inhibition, most hits filed as inhibitors. 390,000 compounds, 0.009% hits. AID 504891; active means well fitted inhibition curve with a large enough effect in the polarisation, with a control signal flat, not every such curve was filed as active; inconclusive means small, poorly fitted or top-dose-only effect, or effect the other way, or a change in a side signal; inactive means no such curve, though single readings can be large or run the other way; the % refers to the polarisation; further: potency means the concentration at half of the fitted maximal effect; on the % scale 0 is the no-effect control and ±100 the full control effect
Target sequence (Q13526 whole entry, looked up): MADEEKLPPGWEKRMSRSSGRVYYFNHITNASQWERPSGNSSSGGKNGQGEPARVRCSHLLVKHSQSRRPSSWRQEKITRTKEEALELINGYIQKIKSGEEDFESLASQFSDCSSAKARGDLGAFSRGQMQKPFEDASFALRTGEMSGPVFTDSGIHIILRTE
mIDH1 inhibitor = human IDH1 R132H inhibition | O75874 | IDH1-R132H enzyme, NADPH consumption, diaphorase/resazurin fluorescence | Potency, µM (series often up to 76.6 µM), inactives show at the top dose activity change, negative = inhibition, hits mostly inhibitors | 390,000 compounds, 0.093% hits; further: potency means the concentration at half of the fitted maximal effect; on the % scale 0 is the no-effect control and ±100 the full control effect; nearly all actives have a fitted effect of over 65% in size
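IDH1-R132H (0.5 ug/mL dispensed) in pH 7.5 Tris buffer was preincubated 30 min with compound, then given a substrate mix of 0.016 mM NADPH and 2 mM alpha-KG for 80 min at room temperature; remaining NADPH was read by diaphorase/resazurin fluorescence.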
The depositor's hits bear a star; ? = inconclusive; nt = not tested or not shown; & = joins results of further samples; [ ] = another dose, or the depositor's remark. Unless noted, the call rests on the fitted dose curve; in most records, active means well fitted inhibition curve with a large enough effect; inconclusive means small, poorly fitted or top-dose-only effect; inactive means no such curve, though single readings can be large or run the other way.

SMILES	TrxR1 substrate	D2 ag	USP1-UAF1 inh	TRHR agonist	TRHR PAM	TrxR1 inh	D2 antag	Pin1 inh	mIDH1 inhibitor
COc1ccc(CN2CCC(n3nccc3NC(=O)C3CCCC3)CC2)cc1	-7.8%	1.4	-9.6%	0.5	-2.1	-11.2%	-5.5	-0.8%	-0.1%
CC(=O)c1cccc(NC(=O)CC2S/C(=N/N=C/c3cccs3)NC2=O)c1 (stereo unspecified)	1.0%	0.9	-22.2%	0.3	-4.6	21.0%	3.1	31.2%[activator]	4.9%
O=C(Nc1ccc(CN2CCS(=O)(=O)CC2)cc1)c1ccccc1	-1.3%	0.5	-10.2%	0.2	2.4	23.3%	-12.2	3.0%	1.0%
Cn1cc(S(=O)(=O)N2CCCCCC2)cc1C(=O)N1CCN(c2ccccc2F)CC1	-2.2%[57.1 µM]	-0.9	-23.6%	-0.1	-18.9	16.0%[57.1 µM]	nt	-0.7%	9.3%
CCC1S/C(=N/N=C/c2cccs2)NC1=O (stereo unspecified)	-19.3%	-0.9	-2.2%	-0.3	-3.7	-19.5%	-3.0	-4.9%	1.5%
CCCc1ccc2oc(C(=O)N3CCN(c4cnccn4)CC3)c(C)c2c1	-0.2%	3.0	-13.7%	0.3	1.6	-1.2%	-19.3	?	-4.3%
COc1ccccc1NC(=O)c1cc2ccc(O)cc2o/c1=N\O	17.5%[57.1 µM]	-0.3	-13.2%	1.0	0.9	17.1%[57.1 µM]	-9.7	?	11.5%
O=C(c1cc([N+](=O)[O-])ccc1N1CCCCC1)N1CCc2ccccc21	-7.9%	0.9	-6.1%	-0.7	-9.1	3.8%	1.3	-4.4%	-1.7%
CCOc1ccc(S(=O)(=O)c2c[nH]c3ccccc3c2=O)cc1	-5.0%&-3.7%	1.0	-7.4%&-3.3%	0.9&0.8	6.6&4.6	15.9%[57.1 µM]	-6.1	-8.8%&-3.7%	-13.3%&-7.3%
c1ccc(-c2nnc3sc(-c4cc5ccccc5o4)nn23)cc1	6.9%[57.1 µM]	0.2	1.5%	-1.0	-6.5	5.6%[57.1 µM]	-0.9	25.9%	1.5%
CCOC(=O)C1=CN(Cc2cccc(F)c2)S(=O)(=O)N(CC)C1c1ccc(C(F)(F)F)cc1 (stereo unspecified)	-1.0%	nt	-11.4%	nt	nt	29.0%	nt	-2.8%	-11.8%
CCn1nc(NS(=O)(=O)c2cccc3nonc23)c2cc3ccc(C)cc3nc21	-19.4%	-0.5	-8.7%	-0.8	8.1	?	5.7	1.5%	-17.1%
COC(=O)N[C@@H]1C[C@H]2[C@@H]3CC[C@H]4C[C@@H](OC)CC[C@]4(C)[C@H]3CC[C@@]12C	-6.4%	nt	-17.2%	0.2	-2.9	18.1%	nt	1.6%	3.9%
O=C(CP(=O)(c1ccccc1)c1ccccc1)Nc1nc2ccccc2s1	7.7%[57.1 µM]	0.8	-9.2%	0.0	-2.2	14.1%	11.5	0.3%	1.8%
COc1ccc(-c2cn[nH]c2N)c(OC)c1	8.3%	-0.1	-10.2%	-0.3	-5.6	16.6%	1.6	-5.3%	12.6%
Cc1csc(SCCn2c(N3CCN(c4ccccc4)CC3)nc3c2c(=O)[nH]c(=O)n3C)n1	-4.2%	0.0	-24.4%	-1.0	4.6	3.4%	13.5	-6.0%	2.4%
CCCOc1ccc(Br)cc1CSC(=N)N	2.0%	-0.2	-26.4%	0.8	9.3	9.8%	-2.7	-2.7%	10.6%
CN(CC(=O)Nc1ccc2c(c1)OCCO2)S(=O)(=O)c1cccc2cccnc12	3.8%	-0.2	-25.7%	-0.1	3.5	16.9%	2.4	-0.3%	8.0%
COc1cc(NC(=O)CN2C(=O)C(C)N(c3ccc(C)cc3)C2=O)cc(OC)c1 (stereo unspecified)	-18.2%	-0.3	-2.1%	-0.1	3.9	-11.0%	-1.7	-1.4%	-0.6%
N#C/C(=C\c1ccc(-c2ccc(C(=O)O)cc2)o1)C(=O)Nc1ccc(F)cc1	12.5%	-0.9	?	-2.3	3.3	-5.1%	-11.1	9.3%	-2.9%
COc1cccc([C@@H]2CC=C(C(=O)O)[C@H](c3ccc(F)cc3)N2S(=O)(=O)c2ccc(C)cc2)c1	5.6%[57.1 µM]	-0.6	?	-0.1	-0.9	14.5%[57.1 µM]	-2.0	-4.7%	-14.5%
O=C(CCCn1c(=O)c2sccc2n(Cc2ccc(F)cc2Cl)c1=O)NCc1ccc2c(c1)OCO2	3.2%	nt	?	-0.2	2.2	12.6%	nt	8.1%	-3.3%
CCOc1ccccc1CNCCCSc1nnnn1C	2.4%	-0.6	?	1.0	1.8	6.8%	nt	-11.6%	-1.0%
CCCCS(=O)(=O)c1oc(-c2cccs2)nc1S(=O)(=O)c1ccccc1	8.4%	5.9	-25.3%	0.3	-0.6	0.447µM*	nt	14.3%	24.8%
COc1ccc(C(=O)CSc2nnc(CCc3ccccc3)n2-c2ccccc2)cc1	4.2%	0.4	-19.6%	0.8	15.9	4.9%	-15.3	1.3%	4.3%

An excerpt from above in order of their number in TrxR1 inh, low to high:
| SMILES | TrxR1 substrate | USP1-UAF1 inh | TRHR agonist | TRHR PAM | TrxR1 inh | D2 antag | Pin1 inh | mIDH1 inhibitor |
| --- | --- | --- | --- | --- | --- | --- | --- | --- |
| CCC1S/C(=N/N=C/c2cccs2)NC1=O (stereo unspecified) | -19.3% | -2.2% | -0.3 | -3.7 | -19.5% | -3.0 | -4.9% | 1.5% |
| N#C/C(=C\c1ccc(-c2ccc(C(=O)O)cc2)o1)C(=O)Nc1ccc(F)cc1 | 12.5% | ? | -2.3 | 3.3 | -5.1% | -11.1 | 9.3% | -2.9% |
| Cc1csc(SCCn2c(N3CCN(c4ccccc4)CC3)nc3c2c(=O)[nH]c(=O)n3C)n1 | -4.2% | -24.4% | -1.0 | 4.6 | 3.4% | 13.5 | -6.0% | 2.4% |

Later entries.
SMILES	TrxR1 substrate	D2 ag	USP1-UAF1 inh	TRHR agonist	TRHR PAM	TrxR1 inh	D2 antag	Pin1 inh	mIDH1 inhibitor
CCOc1ccccc1OCCCC(=O)N(C)CC(=O)Nc1cc(C)ccc1C	-15.5%[57.1 µM]	1.8	-12.5%	-0.3	-5.9	8.5%[57.1 µM]	-7.5	-10.9%	4.9%
Fc1ccc(-c2cn3cc(C(F)(F)F)cc(Cl)c3n2)cc1	-0.6%	nt	-3.5%	-0.1	19.7	8.7%	nt	8.0%	8.1%
CCN(CC(=O)Nc1ccccc1OC)C(=O)CSCc1c(C)noc1C	-5.7%	0.3	-9.4%	0.8	7.7	-5.1%	-1.8	-9.4%	13.9%
Cc1ccc(-c2csc(NC3OC(=O)c4ccccc43)n2)cc1 (stereo unspecified)	5.7%	-0.1	-17.9%	-0.9	8.8	?	-1.7	-3.7%	2.2%
CC(=O)c1ccc(NC(=O)/C(=C\c2ccco2)NC(=O)c2ccco2)cc1	-5.5%	0.7	-16.0%	0.6	-7.6	?	1.2	?	-2.0%
CCn1cc(C(=O)O)c(=O)c2cc(S(=O)(=O)N3CCCCCC3)ccc21	-6.0%	-0.7	-7.5%	0.2	-0.8	15.7%	-11.0	1.8%	-0.7%
CC(NC(=S)Nc1ccc(OC(F)F)cc1)c1ccc(F)cc1 (stereo unspecified)	-2.9%	7.0	-28.4%	2.5	-2.1	-5.2%	9.3	6.1%	10.1%
Cc1ccc2c(c1)NC(=O)[C@@]1(C)[C@@H](c3ccccc3)[C@H]3COc4ccc(Cl)cc4[C@@H]3N1C2=O	3.2%	nt	-17.3%	nt	nt	20.3%	nt	21.4%	-6.1%
CC1CC(=S)Nc2ccccc2S1 (stereo unspecified)	-6.0%[57.1 µM]	0.5	7.1%	0.0	-4.7	-22.9%[57.1 µM]	0.9	0.8%	3.5%
COCc1cc(C)nc2sc3c(c12)NC(c1ccc(O)cc1)N(c1ccc(C)cc1)C3=O (stereo unspecified)	-3.9%	nt	-17.4%	-1.2	16.5	?	nt	-16.9%	14.8%
O=C(c1ccccc1)N1N=C(c2ccc(F)cc2)CC1(O)C(F)(F)F (stereo unspecified)	-2.0%	-0.5	-13.3%	-1.2	8.1	5.5%	-9.6	0.5%	2.7%
COc1ccc(Cc2nnc(SC(C)C(=O)Nc3ccc(F)cc3Cl)o2)cc1 (stereo unspecified)	-6.6%	0.3	-21.5%	-0.2	6.4	5.9%	-10.0	1.2%	2.8%
CCOC(=O)c1sc2nc3c(SCC(=O)O)cc(C(=O)c4ccccc4O)cn3c(=O)c2c1C	-1.0%	0.5	7.2%	0.9	-1.6	1.4%	2.4	nt	-5.2%
CCOC(=O)C1=C(CP(=O)(c2ccccc2)c2ccccc2)NC(=O)NC1c1ccc(OC)cc1 (stereo unspecified)	-1.6%	1.1	-13.3%	-0.2	0.7	5.0%	-4.0	1.9%	6.3%
Cc1ccc(CNC(=O)c2ccc(CSCc3ccccc3C)o2)cc1	-8.0%[57.1 µM]	0.6	-18.1%	2.0	-1.2	-0.4%[57.1 µM]	nt	-0.6%	1.2%
CCN(CC)S(=O)(=O)c1ccc(OC)c(NC(=O)C2CC(=O)N(c3ccc4c(c3)OCCO4)C2)c1 (stereo unspecified)	-5.0%	-0.5	-7.0%	0.6	1.3	5.4%	4.2	-3.7%	-2.5%
O=C(Nc1ccc(Cl)cc1Cl)c1cc(S(=O)(=O)N2CCN(c3ccccc3F)CC2)ccc1F	-1.0%[57.1 µM]	-0.2	-11.0%	0.6	8.7	21.0%[57.1 µM]	nt	3.7%	11.1%
COc1ccc(C(=O)NC(=S)NNC(=O)c2ccc(NC(C)=O)cc2)cc1Br	8.5%[11.4 µM]	0.4	-19.4%	-0.6	-7.7	11.2%[11.4 µM]	-18.0	-1.0%	3.4%
O=C(Cn1ncc2c3ccccc3n(Cc3ccc(F)cc3)c2c1=O)NC1CCCCCC1	0.8%	0.3	2.9%	1.5	-2.6	6.2%	nt	-0.2%	?
COc1ccc2oc(N)nc2c1	8.2%[11.4 µM]	nt	1.6%	nt	nt	25.7%[11.4 µM]	nt	-2.1%	2.5%

Assay outcomes deposited in PubChem by National Center for Advancing Translational Sciences (NCATS).

This is a subset; the hit share may differ from the screen's.
